# Compound activity deposited in PubChem BioAssay by National Center for Advancing Translational Sciences (NCATS).
# HT1080 IDH1KD tx – HT-1080 IDH1 knockdown cell toxicity (counter line) | AID 686971 | HT-1080 IDH1 knockdown viability, ATP luminescence, 48 h | actives 2% (n = 360,000) | Potency, µM (doses to about 46.1 µM), inactives show top-dose activity, negative = toxicity, most hits filed as cytotoxic;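 also: potency is read from the fitted curve at half-maximal effect; 0% = DMSO wells and -100% = cell-free medium wells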
#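 IDH1KD HT-1080 cells, 750/well, RPMI + 5% FBS; compound pinned after 2 h settling; 48 h, 37 °C; CellTiter-Glo luminescence; % activity normalised to DMSO and no-cell wells; curves fitted, classed by r2 and efficacy.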
# KB-3-1 tox – kills parental KB-3-1 adenocarcinoma cells; AID 1347075; actives 1.4% (n = 400,000); KB-3-1 viability, CellTiter-Glo ATP luminescence, 72 h; Potency, µM (doses to about 46.1 µM), without a hit: at the highest dose activity change, negative = cytotoxic, usual class: cytotoxic; also: potency is read from the fitted curve at half-maximal effect; % is scaled to controls: 0 for no effect and ±100 for the full control effect; nearly all actives have a fitted effect of over 60% in size
#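 Here the drug-naive KB-3-1 line serves as comparator for MDR sub-line selectivity; cells received compound titrations, 72 h at 37 °C, then CellTiter-Glo readout.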
# HEK293 tox – cytotoxicity counter-screen for GLP-1 receptor inverse agonists; HEK293 cAMP-luciferase reporter cells, luminescence, 24 h; Potency, µM (series often up to 38.3 µM), inactives show top-dose activity change, negative = inhibition, hits mostly inhibitors; actives 0.13% (n = 410,000);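 also: loss of luciferase light is scored as toxicity; potency is read from the fitted curve at half-maximal effect; % is scaled to controls: 0 for no effect and ±100 for the full control effect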
#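 1536-well qHTS counterscreen of the MLSMR; 200 cells/uL, 12 h pre-incubation, 23 nL cpd, 24 h at 37 deg C 5% CO2, luciferase detection reagent, 12 min RT, luminescence. Inhibition = undesired.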
# MCF10A rerep – induces DNA re-replication in MCF 10a normal breast cells. MCF 10A DNA re-replication, Hoechst nuclear intensity, 48 h. Potency, µM (highest dose often 46.1 µM), for inactives: top-dose activity, positive = re-replication, hits mostly activators. actives 2.9% (n = 350,000). AID 624296; also: potency is read from the fitted curve at half-maximal effect; % of control where 0% means no effect; nearly all actives have a fitted effect of over 50% in size
# HT1080NT lethal – kills 2HG-producing HT-1080-NT fibrosarcoma cells | HT-1080-NT fibrosarcoma viability, CellTiter-Glo ATP luminescence, 48 h | Potency, µM (highest dose often 46.1 µM), for inactives: at the top dose activity, negative = less viability, usual class: cytotoxic | actives 1.6% (n = 360,000);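 also: NT is the 2HG producing partner of a matched IDH1 knockdown line; potency is read from the fitted curve at half-maximal effect; 0% = DMSO-treated cells and -100% = media-only wells without cells; nearly all actives have a fitted effect of over 55% in size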
#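 A 48-hour cytotoxicity screen used HT-1080-NT cells plated 2 hours before compound delivery. ATP-based CellTiter-Glo luminescence measured viability, normalized to DMSO and no-cell controls.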
# SW480 rereplic – induces DNA re-replication in SW480 colon adenocarcinoma cells | SW480 DNA re-replication, Hoechst DNA content imaging, 48 h | Potency, µM (top dose mostly 46.1 µM), without a hit: at the top dose re-replication activation, most hits filed as activators | actives 1.8% (n = 340,000); also: potency is read from the fitted curve at half-maximal effect; % of control where 0% means no effect; nearly all actives have a fitted effect of over 55% in size
#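 Treated cells incubate 48 hr (37 C, 5% CO2), are stained 40 min with Hoechst, and nuclear fluorescence is enumerated; a rise in nuclei with high DNA signal marks re-replication.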
# KB-V1 MDR tox – kills drug-selected multidrug resistant KB-V1 cells; KB-V1 MDR cells viability, CellTiter-Glo, 72 h; Potency, µM (highest dose often 46.1 µM), without a hit: at the highest dose activity change, negative = cytotoxicity, most hits filed as cytotoxic; actives 3.4% (n = 400,000); AID 1347076; also: potency is read from the fitted curve at half-maximal effect; % is scaled to controls: 0 for no effect and ±100 for the full control effect; nearly all actives have a fitted effect of over 60% in size
#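 Luminescent ATP read-out (CellTiter-Glo, 10 min) measures survival of drug-selected KB-V1 MDR cells after 72 h, 37 degrees C compound exposure. Medium: phenol-red-free DMEM, 10% FBS. Values from fitted concentration-response curves.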
# IL1B secr inh – blocks inflammasome-driven IL-1 beta release | THP-1 LPS/ATP IL-1B secretion, AlphaLISA, 16 h; hits give low values | activity change, % at 57.5 µM | actives 4.7% (n = 360,000) | AID 743279; in the data active = activity change below about -50%; inconclusive = mostly about -30% to -49%; also: % is scaled to controls: 0 for no effect and ±100 for the full control effect
#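 THP-1 cells pretreated 1 hr with compounds (up to 57.5 uM final), then stimulated with LPS (250 ng/mL final) plus ATP (1.25 mM final); secreted IL-1B measured by AlphaLISA after 16 hr, decreased signal indicating inhibition.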
# D3 ag – D3 dopamine receptor (human) agonism | P35462 | AID 652048 | max activation, % | actives 0.58% (n = 410,000) | D3R DiscoveRx beta-arrestin cells, luminescence, 90 min; in the data active = max activation above about 30%; also: 0% is about no effect; mostly tested at two doses, the higher about 12 µM
# Target sequence (P35462 whole entry, looked up): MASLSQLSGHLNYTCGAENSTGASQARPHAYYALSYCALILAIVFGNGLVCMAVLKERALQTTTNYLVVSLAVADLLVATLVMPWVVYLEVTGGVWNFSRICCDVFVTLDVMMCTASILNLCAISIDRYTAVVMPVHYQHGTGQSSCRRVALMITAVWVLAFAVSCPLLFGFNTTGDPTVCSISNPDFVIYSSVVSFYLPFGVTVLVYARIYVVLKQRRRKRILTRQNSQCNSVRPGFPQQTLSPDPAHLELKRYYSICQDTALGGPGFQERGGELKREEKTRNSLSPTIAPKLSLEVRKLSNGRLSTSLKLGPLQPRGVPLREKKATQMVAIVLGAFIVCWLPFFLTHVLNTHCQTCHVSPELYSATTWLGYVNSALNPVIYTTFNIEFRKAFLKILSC
#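 Agonist mode: compounds and dopamine controls were applied to plated cells for 90 min at 37 degrees C after an overnight attachment at 1500 cells/well. Luminescent read-out followed 30 - 60 minutes at room temperature with DiscoveRx detection reagent.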
# * hit, by the source's call; ? = inconclusive; · = not tested or not shown; [ ] = remark or other dose. Unless noted, calls follow the shape of the dose curve; as a rule, active = well fitted curve in the direction sought with a large enough effect; inconclusive = small, poorly fitted or top-dose-only effect, or another doubt; inactive = no such curve, though single readings can be large; an effect the other way counts as inactive or inconclusive.
mol	SW480 rereplic	HT1080NT lethal	HEK293 tox	MCF10A rerep	KB-3-1 tox	IL1B secr inh	HT1080 IDH1KD tx	KB-V1 MDR tox	D3 ag
CCC(Sc1nc2ccccc2s1)C(=O)Nc1nnc(C)s1 (configuration not stated)	-1%	-17%	-1%	?	-19%	47	-10%	16µM*	9
CC(=O)c1cccc(NC(=O)N(c2ccccc2)c2ccccc2)c1	1%[9.22 µM]	-11%	-1%	-3%	9%	8	-10%	-15%	5
COc1cccc(NC(=S)N2CCN(C/C=C/c3ccccc3)CC2)c1	1%	13µM*	-23%	5%	0%	-16	?	?	0
Cc1ccc(NC(=O)NC2C(NC(=O)Nc3ccc(C)cc3)N(C)C(=O)N2C)cc1 (configuration not stated)	5%	-24%	9%	-3%	4%	-8	-10%	-19%	2
C=C1CCN([C@@H](Cc2ccccc2)C(=O)N2CCOCC2)S(=O)(=O)c2ccccc21	-4%	-20%	-9%	6%	-2%	25	1%	-19%	-1
COc1ccc(C2=[N+]([O-])C(C)(C)N(O)C2C)cc1 (configuration not stated)	0%	-2%	-1%	-1%	-11%	-7	-6%	0%	1
c1ccc(-n2cnnc2SCc2cn3ccccc3n2)cc1	-2%	12%	7%	-5%	5%	-19	-19%	?	8
COc1ccc([C@@H]2CC=C(C(=O)O)[C@H](c3cccc(Cl)c3)N2S(=O)(=O)c2ccccc2C)cc1	-8%	-3%	-12%	-2%	-2%	38	-1%	19%	-6
CCCNC(=S)NCCN1CCCCC1	2%	23%	-8%	3%	-6%	7	26%	6%	-1
CCCCCCN1C2=NCCCN2c2ccccc21	13%	-16%	-14%	-3%	-25%	-22	-22%	2%	-8
CC(=O)Nc1ccc(S(=O)(=O)NCCC(=O)OC(C)C(=O)NC2(C#N)CCCCC2)cc1 (configuration not stated)	5%	8%	1%	1%	?	-6	-2%	-13%	-1
O=C(O)c1ccccc1C=NNc1ccc([N+](=O)[O-])cn1	-3%	?	-14%	-23%	-1%	-2	-2%	-6%	-3
COc1ccccc1NC(=O)N1CCCC1C(=O)Nc1ccc2c(c1)OCO2 (configuration not stated)	-2%	-2%	11%	-4%	-2%	0	0%	2%	-2
CCOC(=O)CSc1nnc(CNC(=O)c2cccs2)n1-c1cc(C)ccc1C	-5%	18%	7%	-23%	-4%	-2	7%	12%	-13
O=C(COC(=O)c1ccc(O)cc1)Nc1ccccc1	25%	-10%	2%	-5%	-10%	30	-7%	-10%	-11
COc1ccc(Br)c(Cn2c(C)c(C(=O)NCc3cccc([N+](=O)[O-])c3)sc2=O)c1	·	-2%	-4%	·	-19%	-18	-4%	?	0
CC[C@]12c3[nH]c4cc(CCC(=O)N(C)C)ccc4c3CCN1C(=O)[C@@H](CC(=O)NCc1ccc(OC)c(OC)c1)C[C@@H]2C(=O)N1CCN(C(=O)c2ccco2)CC1	-16%	6%	12%	-8%	-4%	20	3%	-5%	1
O=C(O)c1sc2cc(C(F)(F)F)cnc2c1-c1cccs1	-3%	7%	4%	-4%	12%	24	0%	7%	0
O=C(COC(=O)COc1ccccc1)Nc1cccnc1Cl	-2%	10%	18%	-1%	-3%	13	29%	0%	0
NC(=S)N/N=C/c1cn(-c2ccccc2)nc1-c1cccnc1	21%	?	-21%	16%	?	-19	?	?	1
COC(=O)N/N=C1/C/C(=N\NC(=O)OC)c2ccccc21	-1%	-2%	-12%	0%	-3%	38	-6%	1%	-22
CCOC(=O)C1CCN(C(C(=O)NC2CCCCC2)c2ccc(OC)cc2)CC1 (configuration not stated)	-3%	11%	0%	-15%	-23%	-13	9%	-8%	-8
Nc1nccc(-c2ccc(-n3cccc3)cc2)n1	-6%	2%	-7%	0%	6%	12	9%	?	1
Oc1ccccc1N=Cc1sc2ccccc2c1Cl	-1%	2%	10%	11%	8%	10	-7%	-16%	-2
CS/C(N)=N/N=C/c1cc(Br)cc(Br)c1O	?	0%	4%	?	12%	0	-6%	?	-20
O=C(NCCS(=O)(=O)N1CCN(c2ccccc2)CC1)c1cccs1	-7%	-6%	2%	2%	2%	-14	-1%	-10%	-6
CCn1c(C)nc2cc(C(=O)NNS(=O)(=O)c3ccccc3F)ccc21	1%	19%	-2%	-6%	0%	0	4%	7%	4
Cc1ccc(S(=O)(=O)NCCc2ccncc2)cc1	-16%	4%	2%	4%	3%	-3	0%	-12%	-4
CCCN(CC(=O)Nc1ccccc1C)C(=O)c1cn2ccccc2n1	-6%	1%	-4%	5%	6%	-9	-2%	0%	-3
COc1ccc(-n2nnnc2-c2ccc(S(C)(=O)=O)cc2Cl)cc1	-38%[inhibitor]	0%	-5%	-2%	-5%	0	8%	4%	0
COC(=O)c1c(C)sc(-c2c(-c3ccc(OC)c(F)c3)[nH]c3c2c(=O)n(C)c(=O)n3C)c1O	·	·	-1%	·	2%	·	·	7%	7
CCOC(=O)c1c(N2C(=O)C=CC2=O)sc(C)c1C	9.2µM*	4µM*	-29%	2.9µM*	-1%	-96*	5µM*	-16%	1
COCC1CCCCN1Cc1cn(-c2ccccc2)nc1-c1ccc2c(c1)OCO2 (configuration not stated)	6%	-7%	-17%	-1%	8%	-5	-10%	?	-9
CCOC(=O)c1c(NC(C)=O)sc2c(OC)c(Br)ccc12	?	3%	6%	?	6%	-18	1%	-21%	11
Cc1sc2ncn(CC(=O)NCCCC(=O)N3CCN(c4ccccn4)CC3)c(=O)c2c1C	-7%	-1%	-15%	-3%	-5%	-15	16%	7%	1
CC(=O)c1cnc2nc(SCc3ccc(C)cc3)nn2c1C	1%	10%	6%	-2%	3%	19	11%	?	-6
COc1ccccc1CC(=O)NC1CC1	-6%	10%	2%	?	-2%	10	17%	9%	0
CN(CCc1ccccc1)C(C(=O)Nc1ccc2c(c1)OCCO2)C1CC1 (configuration not stated)	·	-2%	4%	·	0%	-23	0%	11%	-13
Cc1cccc(C(=O)OCC(=O)N2c3ccccc3CC2C)c1C (configuration not stated)	·	-12%	4%	·	0%	4	-17%	-14%	0
COc1ccc(C(C(=O)NC2CCCC2)N(C(=O)c2ccoc2C)c2ccc(C)cc2)cc1 (configuration not stated)	?	-25%	2%	-9%	11%	-18	-18%	-19%	-4
Cc1cccn2c(=O)nc(SCC(=O)N3CCC(Cc4ccccc4)CC3)nc12	-30%	1%	-17%	0%	12%	-24	10%	?	-35
COc1ccc(Cl)cc1NC(=O)CN1C(=O)C(=O)N(C2CCCC2)C1=O	·	0%	6%	·	2%	2	-9%	-8%	3
Cc1ccc(F)cc1C(=O)N1CCCC(c2cc(C(=O)Nc3ccccc3Cl)no2)C1 (configuration not stated)	·	?	2%	·	0%	23	-70%	-17%	6
CCc1ccc(S(=O)(=O)N/N=C(/C)c2ccncc2)cc1	-9%	14%	-3%	7%	-7%	-1	5%	13%	0
CN(C1CCCCC1)S(=O)(=O)c1ccc(S(=O)(=O)N2CCN(CCC#N)CC2)cc1	-2%	0%	4%	6%	3%	-9	5%	0%	2
COC(=O)c1sccc1S(=O)(=O)N(CC(=O)NCc1ccc(F)cc1)c1ccc(Cl)cc1	·	·	1%	·	-27%	·	·	-20%	0
CS(=O)(=O)N(CC(=O)Nc1ccccc1C(=O)N1CCOCC1)c1cccc(F)c1	2%	0%	-9%	-2%	·	7	-5%	·	1
CC(C)(C)c1ccc(C(CC(=O)O)NC(=O)CCCc2ccccc2)cc1 (configuration not stated)	7%	-2%	-5%	-1%	7%	25	1%	-6%	20

# 6 entries drawn at random from those above, as already listed:
mol	SW480 rereplic	HT1080NT lethal	HEK293 tox	MCF10A rerep	KB-3-1 tox	IL1B secr inh	HT1080 IDH1KD tx	KB-V1 MDR tox	D3 ag
COc1ccccc1NC(=O)N1CCCC1C(=O)Nc1ccc2c(c1)OCO2 (configuration not stated)	-2%	-2%	11%	-4%	-2%	0	0%	2%	-2
O=C(NCCS(=O)(=O)N1CCN(c2ccccc2)CC1)c1cccs1	-7%	-6%	2%	2%	2%	-14	-1%	-10%	-6
c1ccc(-n2cnnc2SCc2cn3ccccc3n2)cc1	-2%	12%	7%	-5%	5%	-19	-19%	?	8
CCOC(=O)c1c(N2C(=O)C=CC2=O)sc(C)c1C	9.2µM*	4µM*	-29%	2.9µM*	-1%	-96*	5µM*	-16%	1
CCn1c(C)nc2cc(C(=O)NNS(=O)(=O)c3ccccc3F)ccc21	1%	19%	-2%	-6%	0%	0	4%	7%	4
O=C(O)c1ccccc1C=NNc1ccc([N+](=O)[O-])cn1	-3%	?	-14%	-23%	-1%	-2	-2%	-6%	-3

# Another view of part of the listing above:
COCC1CCCCN1Cc1cn(-c2ccccc2)nc1-c1ccc2c(c1)OCO2 (configuration not stated)
  SW480 rereplic = 6%
  HT1080NT lethal = -7%
  HEK293 tox = -17%
  MCF10A rerep = -1%
  KB-3-1 tox = 8%
  IL1B secr inh = -5
  HT1080 IDH1KD tx = -10%
  KB-V1 MDR tox = ?
  D3 ag = -9

CCOC(=O)c1c(NC(C)=O)sc2c(OC)c(Br)ccc12
  SW480 rereplic = ?
  HT1080NT lethal = 3%
  HEK293 tox = 6%
  MCF10A rerep = ?
  KB-3-1 tox = 6%
  IL1B secr inh = -18
  HT1080 IDH1KD tx = 1%
  KB-V1 MDR tox = -21%
  D3 ag = 11

# Random draw from the library (roughly 11% active in at least one column).
